High-throughput results deposited in PubChem BioAssay by National Center for Advancing Translational Sciences (NCATS).
ELG1 repair inh – blocks ELG1-dependent DNA repair in HEK293T cells. HEK293T ELG1-luciferase reporter, luminescence, 16 h; DNA damage induced by 5-fluorouridine. Potency, µM (highest dose often 46.1 µM), for inactives: top-dose activity change, negative = inhibition, usual class: inhibitors. 2.3% of 330,000 active. AID 504467; also: potency is read from the fitted curve at half-maximal effect; % is scaled to controls: 0 for no effect and ±100 for the full control effect; nearly all actives have a fitted effect of over 55% in size
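Cells (2,000 per well) received 5-fluorouridine plus test compound or DMSO and were incubated 16 hr at 37 °C, 5% CO2. Luciferase activity was read by luminescence 30 min after ONE-Glo addition; signal suppression marked inhibition of damage-induced ELG1 function.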
TRPV1 agonist – activates the human vanilloid receptor TRPV1 | 0.19% of 320,000 active | activation, % at 8.33 µM | TRPV1-expressing cells, Fluo-8 calcium influx, agonist mode | AID 540275; in the data active = activation above about 80%; inconclusive = between about 30% and that limit; also: 0% is about no effect
Target sequence (Q8NER1 whole entry, looked up): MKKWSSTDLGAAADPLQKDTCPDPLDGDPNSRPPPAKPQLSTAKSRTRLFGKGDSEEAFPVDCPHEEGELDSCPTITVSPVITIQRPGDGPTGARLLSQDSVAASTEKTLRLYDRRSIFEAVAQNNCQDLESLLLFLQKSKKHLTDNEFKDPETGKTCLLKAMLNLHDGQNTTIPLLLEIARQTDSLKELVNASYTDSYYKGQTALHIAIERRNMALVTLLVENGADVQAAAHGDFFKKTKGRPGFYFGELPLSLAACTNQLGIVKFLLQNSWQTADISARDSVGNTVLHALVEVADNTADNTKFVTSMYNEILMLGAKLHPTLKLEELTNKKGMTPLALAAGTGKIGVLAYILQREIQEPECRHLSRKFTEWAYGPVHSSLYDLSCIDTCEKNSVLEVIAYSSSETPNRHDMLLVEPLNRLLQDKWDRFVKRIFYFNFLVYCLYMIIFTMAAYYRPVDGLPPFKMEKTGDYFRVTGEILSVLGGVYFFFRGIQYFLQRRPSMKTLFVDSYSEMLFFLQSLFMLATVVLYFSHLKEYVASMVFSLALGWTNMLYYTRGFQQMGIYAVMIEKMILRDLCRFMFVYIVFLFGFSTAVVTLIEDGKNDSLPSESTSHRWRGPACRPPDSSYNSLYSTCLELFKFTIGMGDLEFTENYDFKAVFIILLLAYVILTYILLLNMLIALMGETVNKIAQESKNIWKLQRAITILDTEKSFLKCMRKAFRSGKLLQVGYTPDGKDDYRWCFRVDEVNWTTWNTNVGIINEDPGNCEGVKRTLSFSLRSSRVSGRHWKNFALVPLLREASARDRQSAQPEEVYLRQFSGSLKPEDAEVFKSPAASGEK
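TRPV1-expressing cells were cultured overnight at 35.5C and loaded with Fluo-8 calcium dye for 40 to 90 min at room temperature. After a 10 s baseline, compound was added and calcium influx was read kinetically for 3 min (ex 480/em 520 nm).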
NPC1 prom act – activators of NPC1 promoter; Huh7 NPC1 promoter luciferase reporter, 24 h; Potency, µM (top dose mostly 9.22 µM), for inactives: top-dose activation, usual class: activators; 2.4% of 320,000 active; AID 485313;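 also: potency is read from the fitted curve at half-maximal effect; % of control where 0% means no effect; nearly all actives have a fitted effect of over 60% in size; reporter is driven by a mutant NPC1 promoter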
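Huh7 reporter cells (NPC1 promoter driving luciferase) are dosed with compound for 24 h at 37 °C, 5% CO2; luciferase detection reagent is then added and luminescence measured after 10 min at ambient temperature.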
RORg inh – ROR gamma (mouse) transcription inhibition | Drosophila S2 Gal4-RORgamma UAS-luciferase reporter, 20 h | AID 2551 | Potency, µM (titrated, usually from 53.6 µM), inactives show at the highest dose activity change, negative = inhibition, actives largely listed as inhibitors | P51450 | 5.4% of 310,000 active; also: potency is read from the fitted curve at half-maximal effect; % is scaled to controls: 0 for no effect and ±100 for the full control effect; nearly all actives have a fitted effect of over 60% in size
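In this cell-based reporter format, copper sulfate (700 uM final) drives Gal4–ROR gamma fusion expression from a metallothionein promoter in Drosophila Schneider cells; compounds preincubated 1 hr, reporter read after 20 hr at ambient temperature.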
Tb PFK block – blocks T. brucei phosphofructokinase; O15648; T. brucei PFK, ADP-Glo luminescence; Potency, µM (top dose mostly 57.5 µM), inactives show top-dose activity, negative = inhibition, usual class: inhibitors; 0.17% of 330,000 active; AID 485367;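 also: potency is read from the fitted curve at half-maximal effect; 0% = uninhibited 1x PFK enzyme wells and -100% = no-enzyme wells; nearly all actives have a fitted effect of over 60% in size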
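Activity is normalized to no-enzyme wells (full inhibition) and 1.25 nM enzyme wells (no inhibition). Reaction: 0.5 mM F6P, 0.1 mM ATP, 45 min RT, ADP-Glo luminescence; concentration-response curves fitted and classed by quality.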
ELG1 genotox – induces genotoxicity in HEK293T cells with luciferase-tagged ELG1. HEK293T ELG1-luciferase reporter, luminescence, 16 h. Potency, µM (titrated, usually from 46 µM), for the others: top-dose activity change, positive = activation, hits mostly activators. 1.3% of 330,000 active; also: potency is read from the fitted curve at half-maximal effect; % of control where 0% means no effect; nearly all actives have a fitted effect of over 60% in size
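16 hr compound incubation (37 °C, 5% CO2) of HEK293T cells carrying luciferase-tagged ELG1; luciferase then measured by ONE-Glo luminescence after 30 min at RT.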
VP16 counter – Gal4-VP16 reporter inhibition counter-screen | AID 2546 | Drosophila S2 Gal4-VP16 UAS-luciferase, luminescence, 20 h | Potency, µM (doses to about 53.6 µM), for inactives: at the top dose activity, negative = inhibition, hits mostly inhibitors | 3.5% of 310,000 active;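 also: Gal4-VP16 expression switched on by copper sulfate through the metallothionein promoter; potency is read from the fitted curve at half-maximal effect; % is scaled to controls: 0 for no effect and ±100 for the full control effect; nearly all actives have a fitted effect of over 50% in size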
BRCA1 expr up – BRCA1 expression activation. Potency, µM (highest dose often 46.1 µM), for the others: at the highest dose activation, actives largely listed as activators. MCF7-BRCA1-FFLuc reporter, luminescence, 48 h; response scale: scaled: vehicle 0%, 10 µM genistein 100%. AID 624202. 1.1% of 380,000 active; also: potency is read from the fitted curve at half-maximal effect; nearly all actives have a fitted effect of over 80% in size; some results filed as inactive show a strong effect at the top dose
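Quantitative HTS in MCF7 cells stably reporting BRCA1 expression via firefly luciferase. Compound treatment lasts 48 h at 37 °C in phenol-red free MEM. Activation is expressed relative to genistein at 10 microM and DMSO.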
p53 reactivator – mutant p53 re-activation in reporter cells; 0.063% of 320,000 active; Potency, µM (series often up to 92.2 µM), without a hit: at the highest dose activity change, positive = activation, usual class: activators; H1299 p53-A138V BP100-luciferase reporter, luminescence, 24 h; AID 504706; also: potency is read from the fitted curve at half-maximal effect; % of control where 0% means no effect; nearly all actives have a fitted effect of over 45% in size
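p53-null H1299 cells stably carrying temperature-sensitive p53-A138V and a BP100-luciferase reporter were pinned with compounds (4-point, 1:5 series) and held 24 hrs at 37 deg C. Luminescence was read 10 min after detection reagent.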
Rab9 promoter act – activators of Rab9 promoter; Huh7 Rab9 promoter-luciferase reporter, luminescence, 24 h; Potency, µM (highest dose often 9.22 µM), without a hit: top-dose activation, negative = inhibition, usual class: activators; 2.8% of 320,000 active; AID 485297; also: potency is read from the fitted curve at half-maximal effect; % of control where 0% means no effect; nearly all actives have a fitted effect of over 60% in size
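Huh7 cells stably carrying a Rab9 promoter-luciferase reporter, 1500 cells per well in OP-MEM I with 10% FBS, treated with compound 24 hours at 37C. Luciferase activity read by luminescence after 10 minutes with Amplite reagent.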
FLuc counter – inhibits or activates purified firefly luciferase, miR-21 counter-screen | purified FLuc, Km substrates, luminescence inhibition | 6.9% of 360,000 active | Potency, µM (doses to about 57.5 µM), without a hit: at the top dose activity change, negative = inhibition, hits mostly inhibitors | P08659 | AID 588342;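 also: potency is read from the fitted curve at half-maximal effect; plate controls were vehicle for no effect and reference inhibitor for full effect; nearly all actives have a fitted effect of over 55% in size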
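Biochemical qHTS of compounds, final roughly 60 µM downward over six points, against 10 nM purified firefly luciferase using Km concentrations of substrates (10 uM D-luciferin, 10 uM ATP) in Tris acetate pH 7.5 buffer; luminescence output.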
An asterisk follows results filed as active; ? = inconclusive; · = no result given; [ ] = another dose, or the depositor's remark. Unless noted, calls follow the shape of the dose curve; as a rule, active = well fitted curve in the direction sought with a large enough effect; inconclusive = small, poorly fitted or top-dose-only effect, or another doubt; inactive = no such curve, though single readings can be large; an effect the other way counts as inactive or inconclusive.

SMILES	ELG1 repair inh	TRPV1 agonist	NPC1 prom act	RORg inh	Tb PFK block	ELG1 genotox	VP16 counter	BRCA1 expr up	p53 reactivator	Rab9 promoter act	FLuc counter
CCOC(=O)c1c(C)c(C(=O)N2CCN(c3ccccc3)CC2)c(C)n1C	-13%	3	-4%	10%	1%	-6%	7%	-5%	-5%	-2%	-4%
CCOc1oc(-c2ccc(OC)cc2)nc1C(F)(F)F	-9%	2	0%	?	-2%	-7%	4%	3%	10%	0%	-15%
O=C(CN1C(=O)NC2(CCCC2)C1=O)Nc1ccc(OC(F)(F)F)cc1	0%	25	3%	13%	-3%	8%	13%	-37%	5%	-1%	3%
C=CCOC(=O)C1=C[C@H](c2coc3ccccc3c2=O)[C@@H](CCCO)[C@H](OCC)O1	?	-2	0%	7%	4%	6%	6%	0%	-2%	-1%	-2%
NC(=S)N/N=C/c1ccccc1OC(=O)/C=C/c1ccccc1	3%	-2	2%	3.5µM*	-5%	-3%	3.5µM*	-16%	0%	-16%	27µM*
COc1ccc(S(=O)(=O)N2CC(C)N(C(=O)N3CCOCC3)C2)cc1 (centres undefined)	12%	3	-3%	-19%	-1%	-1%	20%	3%	-1%	-3%	-3%
CN(C)C(=O)OCc1c(-c2ccccc2)ncc2ccccc12	-17%	11	-2%	·	0%	-3%	·	-12%	-7%	-6%	-11%
CCCCCc1nnc(NS(C)(=O)=O)s1	-11%	0	1%	-17%	2%	-2%	5%	-6%	-6%	-4%	4%
CCOC(=O)c1c(NC(=O)CN2C(=O)NC3(CCCC3)C2=O)sc(C)c1CC	-8%	29	-7%	·	-1%	-1%	·	-26%	-8%	1%	-1%
COC(=O)c1sccc1-c1ccc(C(=O)Nc2cccnc2)o1	?	?	2.2µM*	?	-1%	16%	?	3%	-1%	3.5µM*	8.5µM*
CCOc1ccc(N2C(=O)CC(NNc3nc4ccccc4s3)C2=O)cc1 (centres undefined)	-6%	5	0%	-2%	2%	0%	?	17%	2%	-3%	-2%
CC(C)c1ccc(OCC(=O)Nc2ccccc2C(=O)N2CCOCC2)cc1	-17%	-2	-6%	8%	-3%	-4%	4%	-8%	-12%	-1%	0%
COc1ccc(S(=O)(=O)N2CCC(C(=O)NCCOc3ccccc3F)CC2)cc1OC	10%	3	-4%	·	5%	-1%	·	0%	0%	-4%	4%
CCOC(=O)C(C)n1cnc2c(nnn2-c2ccc(F)cc2)c1=O (centres undefined)	?	3	13%	-11%	0%	11%	-26%	1%	·	1%	-16%
COC(=O)C(NC(=O)COc1ccccc1)(Nc1nc2c(s1)CCCC2)C(F)(F)F (centres undefined)	-27%	-3	1%	?	0%	-8%	20µM*	-12%	?	3%	-11%
COc1cc(/C=N/N2CCN(c3ccccc3OC)CC2)ccc1OC(C)=O	?	0	4%	2%	-1%	9%	-1%	54%	15%	3%	19µM*
CS(=O)(=O)Nc1ccccc1C(=O)NCCSc1ccccc1	-4%	1	-3%	29%	0%	-4%	-13%	8%	2%	-1%	-9%
Cc1ccc(NS(=O)(=O)c2cc(C(=O)N3CCOCC3)ccc2C)cc1C	-7%	5	0%	15%	-5%	-5%	0%	-18%	-4%	-2%	7%
COc1ccc2c(c1)[n+](=O)c(C(C)=O)c(C)n2[O-]	3%	0	0%	-3%	0%	-1%	-2%	-15%	3%	-9%	-3%
Cc1c(NC(=O)OCCSc2nc(N(C)C)nc(N(C)C)n2)sc(=S)n1C	·	3	·	27%	·	·	-1%	-21%	·	·	3%
Cc1cccc(COc2coc(CN3CCN(C(=O)c4ccco4)CC3)cc2=O)c1	-3%	-1	-1%	·	-3%	2%	·	1%	6%	0%	4%
COc1ccc(/C=C2/SC(=S)N(CC(=O)O)C2=O)cc1OCc1ccc(Cl)cc1	?	-1	-5%	4%	0%	17%	-9%	?	22%	23%	19µM*
O=C(CSc1ccc2nnc(-c3ccncc3)n2n1)Nc1ccc2c(c1)OCO2	-1%	-3	0%	5%	-1%	-2%	-11%	1%	-1%	0%	10%
CN(CC(=O)Nc1ccccc1Br)C(=O)c1n[nH]c2ccccc12	-15%	-2	1%	·	7%	-6%	·	-24%	7%	4%	-1%
Cc1ccc(S(=O)(=O)NCCC2=CCCCC2)cc1C(N)=O	-14%	1	-12%	?	1%	-7%	7.9µM*	-2%	-25%	-21%	0%
CC(=O)C1(C)OC(N)=C(C#N)C(c2ccccc2)C1(C#N)C#N (centres undefined)	-17%	-1	0%	-22%	9%	-3%	13%	-2%	0%	-6%	3%
Fc1ccc(-c2csc3[n+]2CCS3)cc1	15%	2	-3%	5%	1%	-3%	-2%	-20%	-6%	-5%	1%
Cc1ccc(SCc2cc(=O)[nH]c(N3CCN(Cc4ccc5c(c4)OCO5)CC3)n2)cc1	-1%	-1	0%	17%	19%	-2%	?	3%	-4%	-1%	1%[2.3 µM]
CC1(C)CN(c2ccc(C(=O)c3ccccc3)cc2)C1=O	-3%	-3	-2%	3%	-7%	2%	-16%	-17%	-5%	0%	-1%
Cc1cc(C(=O)NCC(=O)Nc2ccc(F)c(F)c2)c(C)o1	5%	·	·	·	-1%	3%	·	-15%	-10%	·	·
CCOC(=O)Cc1cnc(NC(=O)Cn2nnc(-c3ccc(OCC)cc3)n2)s1	-16%	4	6%	-22%	0%	-2%	0%	-7%	-2%	4%	?
COc1cccc(NC(=S)NCCN2CCOCC2)c1	-2%	0	-4%	-25%	-1%	1%	8%	23%	-3%	-5%	-1%
Cc1c(OCC(=O)N2CCC(C(=O)O)CC2)ccc2c3c(c(=O)oc12)CCCC3	?	-3	-6%	-22%	0%	2%	-4%	4%	·	0%	-2%
Cc1ccc(-c2[nH]ncc2C(=O)c2ccc(Br)cc2)c(O)c1	-3%	21	0%	-11%	-1%	4%	-5%	0%	0%	2%[1.84 µM]	-5%
O=C(CSc1nc(-c2ccco2)cc(C(F)(F)F)n1)Nc1ccc(C(=O)N2CCCCC2)cc1	4.6µM*	·	-14%	?	-3%	-7%	4.5µM*	-2%	4%	-31%[inhibitor]	-4%
O=C(NOC(=O)c1ccccc1)c1ccccc1	8%	0	-3%	20%	-6%	-1%	-4%	0%	1%	-1%	-24%
Cc1nn(-c2ccc(F)cc2)c(Cl)c1/C=C/C(=O)N1CCNC(=O)C1	-7%	18	-5%	26%	-3%	2%	-17%[10 µM]	-5%	2%	-6%	0%

Nine consecutive records from above, for reference:
SMILES	ELG1 repair inh	TRPV1 agonist	NPC1 prom act	RORg inh	Tb PFK block	ELG1 genotox	VP16 counter	BRCA1 expr up	p53 reactivator	Rab9 promoter act	FLuc counter
COc1ccc(/C=C2/SC(=S)N(CC(=O)O)C2=O)cc1OCc1ccc(Cl)cc1	?	-1	-5%	4%	0%	17%	-9%	?	22%	23%	19µM*
O=C(CSc1ccc2nnc(-c3ccncc3)n2n1)Nc1ccc2c(c1)OCO2	-1%	-3	0%	5%	-1%	-2%	-11%	1%	-1%	0%	10%
CN(CC(=O)Nc1ccccc1Br)C(=O)c1n[nH]c2ccccc12	-15%	-2	1%	·	7%	-6%	·	-24%	7%	4%	-1%
Cc1ccc(S(=O)(=O)NCCC2=CCCCC2)cc1C(N)=O	-14%	1	-12%	?	1%	-7%	7.9µM*	-2%	-25%	-21%	0%
CC(=O)C1(C)OC(N)=C(C#N)C(c2ccccc2)C1(C#N)C#N (centres undefined)	-17%	-1	0%	-22%	9%	-3%	13%	-2%	0%	-6%	3%
Fc1ccc(-c2csc3[n+]2CCS3)cc1	15%	2	-3%	5%	1%	-3%	-2%	-20%	-6%	-5%	1%
Cc1ccc(SCc2cc(=O)[nH]c(N3CCN(Cc4ccc5c(c4)OCO5)CC3)n2)cc1	-1%	-1	0%	17%	19%	-2%	?	3%	-4%	-1%	1%[2.3 µM]
CC1(C)CN(c2ccc(C(=O)c3ccccc3)cc2)C1=O	-3%	-3	-2%	3%	-7%	2%	-16%	-17%	-5%	0%	-1%
Cc1cc(C(=O)NCC(=O)Nc2ccc(F)c(F)c2)c(C)o1	5%	·	·	·	-1%	3%	·	-15%	-10%	·	·
